# FUS yeast rescue = qHTS for Suppressors of FUS Proteinopathy: Primary screen using FUS-linked yeast assay; S. cerevisiae FUS-expressing, growth rescue, OD600, 24 h; Potency, µM (series often up to 76.6 µM), for the others: at the highest dose growth rescue (activation), actives largely listed as activators; AID 1347120, 2019; 390,000 tested, 0.24% active;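 note: potency is the fitted concentration of half-maximal effect; plate controls were DMSO vehicle for no effect and reference control for full effect; nearly all actives have a fitted effect of over 55% in size; some results filed as inactive show a strong effect at the top dose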
#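 Compound concentration series was pinned onto galactose-induced FUS-expressing yeast seeded at OD 0.005. Plates sat 24hr at 30C; absorbance at 600 nm gave growth. DMSO served as background control.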
# Abeta rescue = qHTS for compounds that reverse cellular toxicity of Amyloid beta (A-beta) peptide in yeast: Primary Screen. yeast expressing A-beta42, growth rescue, OD600, 48 h; response scale: 0% DMSO, 100% iron-clioquinol control. Potency, µM (series often up to 46.1 µM), without a hit: top-dose growth rescue, usual class: activators. 410,000 tested, 0.063% active; note: potency is the fitted concentration of half-maximal effect; nearly all actives have a fitted effect of over 55% in size
#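 Yeast growth medium received pinned compounds, then yeast cells expressing toxic A-beta were added; plates incubated at 30 C for 48 hr. Growth read as absorbance at 600 nm, normalized to DMSO and equimolar FeCl3 plus clioquinol controls.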
# aSyn yeast inh = qHTS of alpha-syn Inhibitors | Yeast expressing alpha-synuclein, growth rescue, BacTiter-Glo, 24 h | Potency, µM (highest dose often 46.1 µM), inactives show at the top dose growth rescue (activation), usual class: activators | 370,000 tested, 0.14% active | AID 652106, 2013; note: potency is the fitted concentration of half-maximal effect; % of control where 0% means no effect; nearly all actives have a fitted effect of over 65% in size
#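 Screening used galactose-induced yeast with toxic alpha-synuclein levels, exposed to compound for 24 hr at 30 deg C. Cell growth, read with BacTiter-Glo luminescence, gave the measured signal.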
# EPAC1 antagonist = qHTS for Antagonist of cAMP-regulated guanine nucleotide exchange factor 3 (EPAC1): primary screen | Rap guanine nucleotide exchange factor 3 (Homo sapiens), O95398 | AID 720709, 2013 | 360,000 tested, 0.14% active | EPAC1 GEF assay, Rap1b-BODIPY-GDP exchange fluorescence | Potency, µM (series often up to 115 µM), for inactives: at the top dose activity change, negative = inhibition, most hits filed as inhibitors;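 note: potency is the fitted concentration of half-maximal effect; plate controls were vehicle for no effect and positive control for full effect; nearly all actives have a fitted effect of over 50% in size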
# Target sequence (O95398 whole entry, looked up): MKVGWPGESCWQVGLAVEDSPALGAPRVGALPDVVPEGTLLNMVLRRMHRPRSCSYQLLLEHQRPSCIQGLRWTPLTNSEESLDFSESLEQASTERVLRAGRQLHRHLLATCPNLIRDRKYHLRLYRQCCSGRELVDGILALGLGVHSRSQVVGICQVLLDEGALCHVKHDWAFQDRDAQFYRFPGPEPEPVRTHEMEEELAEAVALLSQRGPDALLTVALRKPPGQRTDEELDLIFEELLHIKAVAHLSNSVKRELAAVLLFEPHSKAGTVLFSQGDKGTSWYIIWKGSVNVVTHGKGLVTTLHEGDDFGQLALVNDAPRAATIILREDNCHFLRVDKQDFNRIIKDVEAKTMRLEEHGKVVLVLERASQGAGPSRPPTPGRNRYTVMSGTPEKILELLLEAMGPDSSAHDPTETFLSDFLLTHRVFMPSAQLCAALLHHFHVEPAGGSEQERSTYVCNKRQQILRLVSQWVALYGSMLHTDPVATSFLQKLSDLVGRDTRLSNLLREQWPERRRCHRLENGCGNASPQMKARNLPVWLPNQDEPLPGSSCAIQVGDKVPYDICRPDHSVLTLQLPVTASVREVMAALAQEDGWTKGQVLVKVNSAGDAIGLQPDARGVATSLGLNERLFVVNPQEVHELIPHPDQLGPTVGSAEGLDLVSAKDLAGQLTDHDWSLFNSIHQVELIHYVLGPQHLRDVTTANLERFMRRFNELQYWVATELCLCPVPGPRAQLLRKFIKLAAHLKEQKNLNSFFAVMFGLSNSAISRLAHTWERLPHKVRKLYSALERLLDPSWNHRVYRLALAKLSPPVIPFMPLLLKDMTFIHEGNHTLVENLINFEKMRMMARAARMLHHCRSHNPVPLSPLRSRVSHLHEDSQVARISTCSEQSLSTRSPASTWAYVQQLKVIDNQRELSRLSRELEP
# IL-2 act = qHTS of IL-2 Activators; IL-2 activation reporter assay, cell-based qHTS; stimulated with anti-CD3/CD4/CD28 beads; in transgenic mouse T cells; activation, % (series mostly up to about 46 µM); 360,000 tested, 0.065% active; in the data active = activation above about 50%; inconclusive = mostly about 30% to 49%; note: 0% is about no effect
#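 EGFP and DsRed fluorescence is measured by plate cytometry in unstimulated transgenic mouse T cells exposed to compound for 60 minutes, then stimulated 18 hours at 37 degrees C with anti-CD3/anti-CD4 beads plus anti-CD28.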
# EPAC1 agonist = qHTS for Agonist of cAMP-regulated guanine nucleotide exchange factor 3 (EPAC1): primary screen | EPAC1 agonist qHTS, biochemical assay; response scale: 100% = response to 6.5 mM cAMP | Potency, µM (highest dose often 154 µM), for inactives: at the highest dose activation, actives largely listed as activators | 360,000 tested, 0.073% active | AID 720707, 2013; note: potency is the fitted concentration of half-maximal effect; nearly all actives have a fitted effect of over 60% in size
#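 Normalized to 6.5 mM cAMP, activity reflects EPAC1-catalysed release of BODIPY-GDP from Rap1B, followed kinetically over 30 min at 480 nm excitation, 540 nm emission. Reaction contained 100 nM EPAC1, 250 nM Rap1B-BODIPY-GDP, 50 uM GDP.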
# PI5P4Ka inh = qHTS for Inhibitors of phosphatidylinositol 5-phosphate 4-kinase (PI5P4K); max response, %; PI5P4Kalpha enzyme, ADP-Glo luminescence, 60 min; hits give low values; 330,000 tested, 1.2% active; Phosphatidylinositol 5-phosphate 4-kinase type-2 alpha (Homo sapiens), P48426; AID 652105, 2013; active = max response of -50% or lower; inconclusive = between -30% and -50%; inactive = -30% or higher; note: value at the top dose of about 77 µM; % is set by controls: 0 for no effect and ±100 for the full control effect
#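 ADP-Glo luminescence end-point after a 60 min room-temperature kinase reaction. PI5P4Kalpha and substrate in HEPES pH 7.4 buffer with EGTA, 0.1% CHAPS and 5% DMSO; ATP at 5 microM final.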
# PLK1 PBD block = qHTS for Inhibitors of PLK1-PDB (polo-like kinase 1 - polo-box domain): Primary Screen; Serine/threonine-protein kinase PLK1 (Homo sapiens), P53350; Plk1 PBD binding of FITC phosphopeptide, fluorescence polarization; Potency, µM, for inactives: max response, negative = inhibition, actives largely listed as inhibitors; 360,000 tested, 2.8% active; AID 720504, 2013; note: potency is the fitted concentration of half-maximal effect; series mostly up to about 57 µM; % is set by controls: 0 for no effect and ±100 for the full control effect; nearly all actives have a fitted effect of over 65% in size
# WRN inhibitor = qHTS for Inhibitors of WRN Helicase. Bifunctional 3'-5' exonuclease/ATP-dependent helicase WRN (Homo sapiens), Q14191. WRN helicase unwinding, fluorescent forked duplex, kinetic. Potency, µM (doses to about 114 µM), for inactives: top-dose activity change, negative = inhibition, most hits filed as inhibitors. 360,000 tested, 0.46% active. AID 651768, 2012; note: potency is the fitted concentration of half-maximal effect; % is set by controls: 0 for no effect and ±100 for the full control effect; nearly all actives have a fitted effect of over 55% in size
#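 WRN at 20 nM final was preincubated with compound for 15 min at room temperature; reaction started with 100 nM forked duplex oligonucleotide carrying fluorophore and quencher plus 2 mM ATP (final). Unwinding followed kinetically by red fluorescence (ex 525/em 598 nm).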
# An asterisk follows results filed as active; ? = inconclusive; nt = not tested or not shown; [ ] = dose if it differs, or a comment. Unless noted, calls come from the whole dose curve; as a rule, active = well fitted curve in the direction sought with a large enough effect; inconclusive = small, poorly fitted or top-dose-only effect, or another doubt; inactive = no such curve, though single readings can be large; an effect the other way counts as inactive or inconclusive. Random draw from the library; 4.1% or so of the library scored in one or more.
# Order of results – FUS yeast rescue	Abeta rescue	aSyn yeast inh	EPAC1 antagonist	IL-2 act	EPAC1 agonist	PI5P4Ka inh	PLK1 PBD block	WRN inhibitor
Cc1ccc(NC(=O)c2ccc3c(c2)OCCO3)nc1
 : 10%	-13%	0%	7%	-3.1	2%	-13	-3%	17%
O=C(NC1CCC(c2ccccc2)CC1)c1cccnc1 (configuration not stated)
 : 5%	-8%	1%	2%	0.8	-13%	1	-13%	1%
CCN(CC)CCOC(=O)c1ccc(N=CC2=C(O)CC(C)(C)CC2=O)cc1
 : 11%	-8%	0%	-23%	-0.9	4%	-8	-9%	4%
COc1cccc(OC)c1C(=O)NC(C)C12CC3CC(CC(C3)C1)C2 (configuration not stated)
 : 25%	-87%[inhibitor]	-36%[inhibitor]	-11%	-2.0	12%	2	-14%	0%
COc1ccc(S(=O)(=O)NCCC(C)C)cc1OC
 : -17%	-6%	-1%	12%	-1.8	8%	nt	-9%	2%
CC(C)NC(=O)Cn1cc(C(=O)C(=O)N2CCOCC2)c2ccccc21
 : 1%	-8%	-1%	-14%	0.0	10%	-7	-1%	-4%
COC(=O)c1sccc1NC(=O)CCC1CCCCC1
 : 2%	-2%	-5%	-6%	-1.9	2%	7	-10%	-2%
CC(=O)N1C(=O)C2(C(C#N)=C(N)Oc3cc(C)oc(=O)c32)c2ccccc21 (configuration not stated)
 : 31%	-8%	-8%	11%	-2.9	8%	nt	-6%	4%
Cc1ccc(N2CCN(C(=O)c3ccccc3)CC2)c(C)c1
 : 21%	-35%	-17%	14%	-1.7	3%	nt	3%	-18%
Cc1ccc(C(=O)C[n+]2ccccc2C)cc1[N+](=O)[O-]
 : 14%	6%	-3%	2%	-2.3	-11%	0	-3%	11%
CCOC(=O)c1c(-c2ccc(C)o2)csc1NC(=S)NC(=O)c1cccs1
 : -1%	-6%	2%	-24%	0.1	13%	15	-11%	-25%
COc1ccc(C(=O)CSc2nnc(COc3ccc(C#N)cc3)n2-c2ccccc2)cc1
 : 13%	16%	-2%	6%	-1.2	8%	nt	7%	5%
O=c1c2[nH]c3ccc(F)cc3c2ncn1Cc1ccncc1
 : 10%	-4%	-5%	-8%	0.3	8%	0	-12%	2%
CC(C)CC(c1nnnn1Cc1cccs1)N1CCN(c2nc3ccccc3s2)CC1 (configuration not stated)
 : 13%	-6%	27%	-13%	-0.8	5%	0	-1%	-10%
O=C(c1ccc(F)cc1)N1CCN2C(=O)c3ccccc3C12c1ccc(Cl)cc1 (configuration not stated)
 : 39%	12%	14%	-17%	-0.1	15%	-2	-16%	-2%

# The last three records of the section before are carried over, then new ones follow:
# Order of results – FUS yeast rescue	Abeta rescue	aSyn yeast inh	EPAC1 antagonist	IL-2 act	EPAC1 agonist	PI5P4Ka inh	PLK1 PBD block	WRN inhibitor
O=c1c2[nH]c3ccc(F)cc3c2ncn1Cc1ccncc1
 : 10%	-4%	-5%	-8%	0.3	8%	0	-12%	2%
CC(C)CC(c1nnnn1Cc1cccs1)N1CCN(c2nc3ccccc3s2)CC1 (configuration not stated)
 : 13%	-6%	27%	-13%	-0.8	5%	0	-1%	-10%
O=C(c1ccc(F)cc1)N1CCN2C(=O)c3ccccc3C12c1ccc(Cl)cc1 (configuration not stated)
 : 39%	12%	14%	-17%	-0.1	15%	-2	-16%	-2%
CC(C)Oc1cc(NC(=O)CS(=O)(=O)CC(=O)N(C)C)c(Cl)cc1Cl
 : 11%	-4%	3%	19%	-0.4	-6%	1	2%	-3%
COc1cc(CNCCNC(=O)c2nonc2N)ccc1OCc1ccc(Cl)nc1
 : 10%	0%	6%	0%	-2.0	12%	-29	30µM*	3%
CCOC1=C2[C@@H](CN(S(=O)(=O)c3ccc(C)cc3)[C@H]2c2ccccc2Cl)[C@H]2C(=O)N(C)C(=O)[C@H]2C1
 : 6%	5%	0%	-9%	-0.8	-6%	-7	1%	-7%
CCOC(=O)c1cc2c(ccn2C)n1CC(=O)N1CCN(c2ccccc2)CC1
 : ?	17%	16%	7%	-3.6	-3%	nt	3%	-17%
CCn1c(SCC(=O)N2CCC(C)CC2)nc2c([nH]c3ccccc32)c1=O
 : -24%	-4%	-1%	-8%	3.7	9%	1	-7%	-3%
O=C(Nc1cccc(-c2cccc(F)c2)c1)C1CCN(Cc2ccco2)CC1
 : 7%	-1%	-2%	15%	-3.2	2%	3	-6%	7%
N#Cc1ccc(Nc2nc(-c3ccc(O)cc3O)cs2)cc1C(F)(F)F
 : -17%	0%	-4%	?	-0.6	-15%	?	1%	-22%
CN(C)c1ccc(N2[C@@H](CC(=O)O)c3cc(C(F)(F)F)ccc3S2(=O)=O)cc1
 : 5%	2%	0%	19%	-0.3	-7%	-2	-4%	12%
Cc1cc(F)ccc1N1CCC(N2CCN(CCC(C)C)C(CCO)C2)CC1 (configuration not stated)
 : 15%	-13%	-1%	6%	-5.2	-6%	1	-8%	8%
c1ccc(COc2ccc(OCCCCN3CCCCC3)cc2)cc1
 : 10%	-2%	16%	10%	-0.8	-3%	4	0%	9%
O=C(CC(=O)N/N=C/c1ccc(C(=O)O)cc1)NCCc1ccccc1
 : -16%	-8%	4%	-6%	2.8	-9%	-1	-5%	6%
O=C(Nc1ccsc1C(=O)O)c1cccc(C(F)(F)F)c1
 : -21%	4%	-1%	-22%	0.7	-1%	-58*	2%	-6%
O=C(NCCN1CCN(C(=O)c2ccc(Br)cc2)CC1)c1ccc(Br)cc1
 : -7%	-1%	2%	-11%	-2.8	-4%	1	-4%	8%
Cc1ccc(OCc2cc(C(=O)N(C)Cc3cc(C4CC4)n[nH]3)no2)cc1C
 : 32%	9%	22%	-3%	0.3	-8%	-5	0%	0%
CC1(C(=O)Nc2ccc3c(c2)OCCO3)CCN1Cc1ccc2ccccc2c1 (configuration not stated)
 : 1%	2%	8%	-15%	-0.2	11%	8	-2%	-9%[57.1 µM]
O=[N+]([O-])c1ccc(Oc2cccc(F)c2)c2ccncc12
 : -4%	-34%[inhibitor]	3%	-5%	-0.5	-14%	0	-3%	-9%
CCOC(=O)c1ccc(S(=O)(=O)NCCN(CC)CC)cc1
 : 7%	13%	0%	-7%	-0.2	-2%	3	2%	-14%[57.1 µM]
CCN(Cc1ccncc1)C(=O)c1ccc2c(c1)S(=O)(=O)c1ccccc1C2=O
 : -9%	-10%	4%	-6%	-0.9	-3%	6	-1%	-4%
O=S(=O)([O-])CCC[n+]1ccc(Oc2ccccc2)cc1
 : -6%	-13%	5%	-4%	1.0	-5%	-2	-1%	9%
CC1Cc2cc(/C(O)=C3/C(=O)C(=O)N(CCN4CCOCC4)C3c3cccc(Cl)c3)ccc2O1 (configuration not stated)
 : 14%	-12%	-2%	-3%	0.9	0%	-2	-10%	1%
COc1ccc(C2(c3ccc(OC)cc3)NC(=O)N(CC(=O)Nc3ccc(C(=O)N(C)C)cc3)C2=O)cc1
 : ?	10%	-3%	-12%	-0.2	0%	1	-6%	-21%
Cc1cc(NC(=O)C(C)SCC(=O)OC(C)C(=O)Nc2ccccc2C)no1 (configuration not stated)
 : -11%	0%	-3%	-24%	-1.9	-11%	-3	-8%	11%
COc1ccc(SCc2noc(C(=O)NCC3CCCO3)c2C(=O)O)cc1 (configuration not stated)
 : -22%	5%	7%	6%	0.7	-12%	-15	-11%	12%
Nc1nonc1-c1nc2ccccc2n1Cc1ccc(F)cc1Cl
 : -17%	-1%	6%	-7%	-1.1	1%	4	-18%	-10%
CN(Cc1ccccc1)C(=O)C1CCN(S(=O)(=O)c2ccc(-n3cnnn3)cc2)CC1
 : 9%	5%	7%	-13%	-0.2	7%	-3	-2%	-5%
O=C(Oc1ccc(NC(=O)c2cc3c(cc2Br)OCO3)cc1)c1ccccc1
 : -27%	1%	15%	-1%	-0.8	2%	-10	-9%	-5%
Cc1cccc(C)c1NC(=O)CN(C)C(=O)c1ccc(NS(=O)(=O)c2ccc3[nH]c(=O)[nH]c3c2)cc1
 : 8%	-4%	-3%	-13%	2.1	5%	-10	2%	2%
O=C(Cn1c(=O)n(CC2CCCO2)c(=O)c2ccccc21)c1ccc(Cl)c(Cl)c1 (configuration not stated)
 : 28%	13%	12%	-16%	-0.3	-3%	5	?	-3%
COc1ccc(S(=O)(=O)N2CCOCC2)cc1NC(=O)CCNC(=O)c1ccc(Br)cc1
 : 24%	13%	5%	4%	0.5	-5%	-25	?	-20%
O=C(NCCSc1ccccc1)c1ccco1
 : -6%	-8%	6%	-11%	-3.2	5%	-1	-2%	-7%
C=CCn1c(SCC(=O)Nc2ccccc2)nc2scc(-c3cccs3)c2c1=O
 : 33%	16%	-4%	-2%	1.4	5%	2	-19%	-8%
Cc1nc(C)c(C(=O)O)c(-c2cccs2)c1C(=O)O
 : 31%	8%	-7%	-16%	0.6	7%	-2	-10%	4%
Cc1ccccc1-n1c(=O)cc(N2CC(C)OC(C)C2)[nH]c1=O (configuration not stated)
 : 3%	5%	2%	-4%	-0.7	-17%	nt	-4%	2%
CC(C)CNC(=O)/C(C#N)=C1\N=C(NC(=O)c2ccco2)c2ccccc21
 : 0%	-22%	-4%	16%	-2.9	-1%	0	-7%	0%

# Screens deposited in PubChem by National Center for Advancing Translational Sciences (NCATS).
